# Cav32 inh = human Cav3.2 channel inhibition, primary screen | Cav3.2-expressing cells, Fluo-4 calcium fluorescence FDSS; stronger effect = lower value | B-score at 10 µM | AID 449739 | 100,000 compounds, 4% hits | O95180;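 active = single-dose well whose peak fluorescence ratio is a statistical outlier from its plate by either plate-standardised score or position-corrected B-score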
# Starred values were filed as active, the others as inactive. This is a subset; the hit share may differ from the screen's.
SMILES,Cav32 inh
O/N=C1\CC2(Cc3nonc31)OCCO2,-1.3
COC(=O)c1[nH]c2ccc(Br)cc2c1NC(=O)CN1CCN(C2CCCCC2)CC1,2.6
O=C(CSc1oc(-c2cccs2)nc1S(=O)(=O)c1ccccc1)NC1CCCCC1,-3.1
CC(C)C(NS(=O)(=O)c1ccc2c(c1)oc(=O)n2C)C(=O)N1CCN(Cc2ccccc2)CC1 (stereo unspecified),0.58
CN1CCN(C(=O)c2cc(-c3ccccc3)on2)CC1,0.57
CCCC(=O)c1c(C)c2ccccc2n1C,-0.37
COc1ccc(S(=O)(=O)Nc2nc(C(F)(F)F)cs2)cc1,-0.53
COc1n[nH]c2nncnc12,0.14
Cc1ccc(Nc2c3c(nc4ncnn24)CCC3)cc1,0.39
COc1ccccc1NC(=O)CSc1ncn[nH]1,0.52
Cc1cccc(C2CC(c3ccc(Br)cc3)Nc3nc(N)nn32)c1 (stereo unspecified),-0.26
CCOC(=O)[C@@H]1CCNC[C@@H]1c1ccccc1,0.79
Cc1ccc(S(=O)(=O)N2CCC[C@H]2C(=O)OC(C)C(=O)Nc2ncc(Cl)cc2Cl)cc1 (stereo partly specified),0.045
C#CCOc1ccc(Br)cc1/C=N/O,-1.2
COc1ccccc1C1Nc2cccc3cccc(c23)N1,-0.99
COC(=O)c1cc(S(=O)(=O)N2CCOCC2)ccc1Sc1ccccc1N,0.3
CC(C)(C)NC(=O)Cn1c(SCC(=O)NC2CCCCC2)nc2ccccc21,1.5
COc1cc(NC(=O)C2CCN(S(=O)(=O)c3ccc(Cl)cc3)CC2)ccc1-n1cnnn1,-0.012
CCOc1cc2[nH]c(=S)n(CC3CCCN3CC)c(=O)c2cc1OCC (stereo unspecified),1.3
CCOc1ccc(OCC)c(Nc2cc(C)nc3ncnn23)c1,0.39
CCC(C)(C(=O)NC1CCCC1)N(C(=O)c1ccccn1)c1ccccc1 (stereo unspecified),-0.64
CCn1c(=Nc2ccc(N3CCOCC3)cc2)ccc2ccccc21,0.32
COc1ccc(-c2cc(N3CCCC3)n3ncnc3n2)cc1,0.98
CS(=O)(=O)N1CCN(c2ccccc2NC(=O)c2cccs2)CC1,-0.22
CCOc1ccc(NC(=O)CSc2nnc(Cc3cccn3C)n2-c2ccc(F)cc2)cc1,-7.4*
O=c1[nH]c(SCCOc2ccccc2)nc2ccccc12,0.12
Cc1cc(OCCCCCNCCO)cc(C)c1Cl,1.1
COc1ccc(C(=O)N2CCN(C(C)=O)CC2)cc1S(=O)(=O)NCc1ccc(Cl)cc1,0.59
CCOC(=O)N1CCC(NC(=O)C2CCN(S(=O)(=O)N3CCCC3)CC2)CC1,-0.41
CC(C)c1ccc(NC(=O)C2CCN(S(C)(=O)=O)CC2)cc1,0.65
COc1ccc(NC(=O)c2cccs2)c([N+](=O)[O-])c1,0.087
Cn1c(=O)oc2cc(S(=O)(=O)N3CCC4(CC3)OCCO4)ccc21,-0.089
COc1ccc(-c2csc(Cc3nnc4n3CCCCC4)n2)cc1,-0.26
Cc1noc(C)c1C(=O)NCc1cccs1,0.45
O=C(CN1C(=O)NC2(CCCC2)C1=O)Nc1ccc(F)c(F)c1F,0.27
Cn1c(SCc2cc(=O)[nH]c3ccccc23)nnc1-c1ccc(Br)cc1,1.9
Nc1cc(-c2nc3ncccc3o2)ccc1Cl,-0.3
CCN(CC)C(=O)CSc1nc(O)cc(=O)n1C,1.6
Cc1cccc(CSCCNC(=O)c2ccc(N(C)S(=O)(=O)c3ccccc3)cc2)c1,-3.9*
CCOC(=O)C1CCN(C(=O)CCc2c(C)nc3c(-c4ccc(F)cc4)c(C)nn3c2C)CC1,0.089
Cc1ccc([N+](=O)[O-])cc1NC(=S)NC(=O)C(C)(C)C,-2.8
Cc1cc(C)nc(SCCn2c(N3CCCCC3)nc3c2c(=O)n(C)c(=O)n3C)n1,0.64
CCOC(=O)N1CCC(NC(=O)c2ccc(CS(=O)(=O)c3c(Cl)cccc3Cl)o2)CC1,2.1
CCc1ccc2oc(=O)cc(CN(C)Cc3ccccc3)c2c1,-2.2
COc1ccc(S(=O)(=O)NCCSCc2cccc(C)c2)cc1Br,-1.7
N#CCSc1nc2ccccc2c(=O)n1CCC(=O)NC1CCCCC1,0.94
Cc1c(Br)cc(C(=O)N2CCN(CCO)CC2)c(C)c1C,0.52
Cc1cc(C(=O)CSc2ccc(F)cc2)cc(C)c1OC(=S)N(C)C,-0.82
CCOc1ccc(NC(=O)Nc2cc(C)ccc2OC)cc1,-0.78
O=C(COc1ccc(Cl)cc1)NCc1nnc(SCC(=O)NCCc2ccccc2)o1,-0.018
CCCC1=Nc2cc(C(=O)NCCCOCC)ccc2Sc2ccccc21,-6*
CC(O)Cc1cn(CC(=O)N2CCNCC2)nn1 (stereo unspecified),0.15
CCCCC1=CC2=C(c3ccco3)C(=O)C(C)(OC(=O)c3ccc(OC)cc3)C(=O)C2=CN1C(CO)CO (stereo unspecified),-0.53
C=C(C)C(C)(C#CCN1CCCC1)OC(C)=O (stereo unspecified),0.83
COc1cc([N+](=O)[O-])ccc1NC(=O)C[n+]1ccccc1C,0.38
CCCCCCCCCCCC1=C(O)C(=O)C=C(O)C1=O,0.36
COc1ccc2c(c1OC)C(=O)c1ccccc1C2=O,-0.36
Cc1nn(C(=O)C2CC2)c(C)c1Sc1ccc(Cl)cc1,1.8
COc1cc(-c2nnc(SCC(=O)c3cc(C)n(CC4CCCO4)c3C)o2)cc(OC)c1OC (stereo unspecified),0.11
NCCCC[C@H]1CNC(=O)C(=O)N1CCc1cccc(F)c1,0.17

# Some of the entries above in another layout.
COc1cc(-c2nnc(SCC(=O)c3cc(C)n(CC4CCCO4)c3C)o2)cc(OC)c1OC (stereo unspecified)
  Cav32 inh: 0.11
O=C(COc1ccc(Cl)cc1)NCc1nnc(SCC(=O)NCCc2ccccc2)o1
  Cav32 inh: -0.018

# Remaining list, next part.
SMILES,Cav32 inh
COc1ccc(CCNC(=O)CSc2nc3ccccc3o2)cc1,0.3
N#C/C(=C(/O)CN1CCOCC1)c1nc(-c2ccccc2)cs1,-0.037
COc1cc(CNCc2cccs2)ccc1OCC(=O)NC(C)(C)C,0.21
Cc1cccn2c(=O)c3cc(C(=O)NC4CCCC4)c(=N)n(C4CCCC4)c3nc12,-4
CN(C)C(=O)CSc1nc2ccccc2n1CC(=O)N1CCN(c2ccccc2)CC1,0.67
COc1ccc(-c2c(C#N)c(N)nc3c2c(=O)n(C)c(=O)n3C)cc1Cl,0.29
CCCCCCNC(=O)CCNC(=O)c1cc(OC)c(OC)c(OC)c1,0.72
Cc1cccc(Nc2ccccc2C(=O)OCC(=O)NCc2ccco2)c1C,-0.77
Cn1nnnc1SCC(=O)c1cccs1,0.24
O=c1c2ccccc2c(-c2ccccc2)nn1-c1cc(Cl)ccc1[N+](=O)[O-],-6.9*
CCOC(=O)c1cc2c(C)n(-c3ccc(N(C)C)cc3)c(C)c2cc(C(=O)OCC)c1=O,0.44
CCN1CCN(C(=O)CCc2ccc(S(=O)(=O)NCCc3ccccc3)cc2)CC1,1.7
CN1CCCN(CC(O)COCc2cccs2)CC1 (stereo unspecified),0.55
O=C1OC(OC2CCCCC2)(c2ccccc2)c2ccccc21 (stereo unspecified),-0.76
CCCCCC(=O)N1CC2(CC(c3cccc(NC(=O)CC)c3)=NO2)C[C@H]1C(N)=O (stereo partly specified),0.3
CCN1CCN(C(=O)c2ccc(Cl)c(S(=O)(=O)N3CCOCC3)c2)CC1,1.3
Cc1ccc(-c2ccc(CCC(=O)O)n2NC(=O)c2cccs2)cc1,0.41
Cc1ccc(S(=O)(=O)N2CCC(=O)N(C(COCc3ccc(Cl)cc3Cl)Cc3ccccc3)CC2)cc1 (stereo unspecified),0.35
CCOC(=O)CN1CC23C=CC(O2)C(C(=O)Nc2ccc(OCC)cc2)C3C1=O (stereo unspecified),0.015
COc1ccc(NC(=O)C2CCCCN2N)cc1OC (stereo unspecified),0.45
Cc1ccc(C(C(=O)NC2CCCCC2)N(Cc2cccnc2)C(=O)C2COc3ccccc3O2)o1 (stereo unspecified),-2.8
COC(=O)C1=C(N)Oc2cc(C)[nH]c(=O)c2C1c1cc(OC)c(OC)c(OC)c1 (stereo unspecified),0.8
O=C(NCc1ccccn1)C1CCC(=O)N1C1CCCCC1 (stereo unspecified),-0.021
CCn1c(/C=N/c2nc3ccccc3n2C)nc2ccccc21,0.94
COCCN1CCn2c(nc3cc(NC(=O)NC4CCCCC4)ccc32)C1,0.12
CCN(C1CCS(=O)(=O)C1)S(=O)(=O)c1cccs1 (stereo unspecified),0.082
O=C1c2cc(CO)cc(O)c2C(=O)c2c(O[C@@H]3OC(CO)[C@@H](O)[C@@H](O)[C@@H]3O)cccc21 (stereo partly specified),1.7
CCOc1ccc(NC(=O)CN(c2cccc(C(F)(F)F)c2)S(C)(=O)=O)cc1,-3.8*
O=C(Nc1ncn[nH]1)c1ccc(Cl)c(S(=O)(=O)N2CCCCCC2)c1,0.016
O=C(Nc1ccccc1)C1=C[C@H](C2CC2)C[C@H](OCCCCO)O1,1.4
C#CCOCCOCCOCCNc1nc(N2CCN(C(=O)[C@H](CCC(=O)O)n3cc(C(N)Cc4ccc(O)cc4)nn3)CC2)nc(N2CCN(C(=O)[C@H](Cc3ccc(O)cc3)n3cc(C(N)[C@H](C)CC)nn3)CC2)n1 (stereo partly specified),-0.19
COc1ccc(NC(=O)c2nc[nH]c2C(=O)NCC(=O)OC(C)(C)C)cc1,0.25
COCCNC(=O)c1nn2cccnc2c1Cl,0.6
O=C(Nc1ccc(Cl)cc1F)C1CCN(S(=O)(=O)c2cccnc2)CC1,0.57
CCCNC(=O)c1ccc(CNc2c(N3CCC(C(=O)OCC)CC3)c(=O)c2=O)cc1,0.37
COc1ccccc1-c1cc(-c2ccc(C)cc2)nc(SCc2nnc(-c3ccccc3)o2)c1C#N,-1.7
O=S(=O)(c1ccccc1)N1CCC(n2nnc3cc(F)ccc32)CC1,-3.8
CC(=O)Nc1ccc(CN2CCN(c3cccc(C(F)(F)F)c3)CC2)cc1,1.6
CCNc1nc(NCC)nc(C(=O)OCCO)n1,-0.2
Cn1cccc1-c1nc2ccc(NC(=O)c3ccco3)cc2[nH]1,-1.6
COCCNC(=O)[C@H]1C[C@@H]1[C@H](NP(=O)(c1ccccc1)c1ccccc1)c1ccccc1,0.4
Cn1c(=O)cc(NCc2ccccc2)[nH]c1=O,0.33
CN(c1cc(=O)n2ccccc2n1)C1CCCCC1,0.52
Cc1cc(NC(=O)c2ccccc2Oc2ccccc2)no1,-0.87
O=C1c2ccccc2C(Nc2ccc(S(=O)(=O)N3CCCCCC3)cc2)N1Cc1ccco1 (stereo unspecified),-2.9

# In the list so far, these contain a COOH group:
SMILES,Cav32 inh
Cc1ccc(-c2ccc(CCC(=O)O)n2NC(=O)c2cccs2)cc1,0.41
C#CCOCCOCCOCCNc1nc(N2CCN(C(=O)[C@H](CCC(=O)O)n3cc(C(N)Cc4ccc(O)cc4)nn3)CC2)nc(N2CCN(C(=O)[C@H](Cc3ccc(O)cc3)n3cc(C(N)[C@H](C)CC)nn3)CC2)n1 (stereo partly specified),-0.19

# Returning to the listing, starting 5 compounds before the break.
SMILES,Cav32 inh
COCCNC(=O)[C@H]1C[C@@H]1[C@H](NP(=O)(c1ccccc1)c1ccccc1)c1ccccc1,0.4
Cn1c(=O)cc(NCc2ccccc2)[nH]c1=O,0.33
CN(c1cc(=O)n2ccccc2n1)C1CCCCC1,0.52
Cc1cc(NC(=O)c2ccccc2Oc2ccccc2)no1,-0.87
O=C1c2ccccc2C(Nc2ccc(S(=O)(=O)N3CCCCCC3)cc2)N1Cc1ccco1 (stereo unspecified),-2.9
COc1ccc2oc(C(=O)c3ccccc3)c(N)c2c1,0.42
Cc1nc(NCc2ccco2)nc2c1C(=O)CC(C)C2 (stereo unspecified),0.59
O=C(O)CCNS(=O)(=O)c1ccc(Oc2ccccc2)cc1,-0.012
CCCN(CCC)c1nc(Cl)nc(NCc2ccco2)n1,0.054
CCC(C)n1cnc2c(=O)oc3ccccc3c21 (stereo unspecified),0.33
Cc1ccc(CCNS(=O)(=O)c2cnc[nH]2)cc1,0.41
O=C(O)COc1ccccc1Cc1ccccc1,0.21
COc1ccc(NC(=O)CCCCn2c(=O)[nH]c3ccccc3c2=O)cc1,0.18
Cc1cc(CC(C)C)n(-c2nc3ccccc3c(=O)n2OCc2ccccc2)n1,-3
CC(C)(C)n1nnnc1C(c1cccc(C(F)(F)F)c1)N1CCOCC1 (stereo unspecified),0.11
COc1ccc(C)cc1S(=O)(=O)N1CCC(C(=O)N2CCOCC2)CC1,0.18
CCc1c(O)nc(SCC(=O)Nc2ccccc2C)[nH]c1=O,0.91
CCCCNC(=O)NS(=O)(=O)c1ccc(NS(=O)(=O)c2ccccc2)cc1,0.025
O=C(CCCCCCN1C(=O)c2ccccc2C1=O)NC1CCCCC1,-2.4
COc1cc(S(=O)(=O)N2CCOCC2)ccc1NC(=O)CSc1nnc(N)s1,0.5
CCOc1ccccc1N1CCN(Cc2ccc(Br)s2)CC1,-1.4
Cc1cc(C)nc(N2CCCC(C(=O)NCCC3=CCCCC3)C2)n1 (stereo unspecified),0.63
Cc1ccccc1CN1CCN(Cc2ccccc2C(F)(F)F)CC1,0.2
O=C(Cn1nnc(-c2ccccc2)n1)Nc1ccc2c(c1)OCO2,-1.1
O=c1[nH]c2cc3c(cc2cc1CN(CCc1ccccc1)Cc1nnnn1C1CCCC1)OCCO3,0.15
N#CC1=C(N)Oc2cc(O)ccc2C1c1ccncc1 (stereo unspecified),-4.6*
COc1ccccc1-c1nnc(NC(=O)C(C)SC2=NCCS2)s1 (stereo unspecified),-3.1
CCC(=O)NC(C)C(c1cccs1)N1CCN(Cc2ccccc2)CC1 (stereo unspecified),0.36
COc1ccc(-c2nnc(COc3ccc4ccccc4c3)o2)cc1OC,-1.5

# Marked active in Cav32 inh (from the list above):
SMILES,Cav32 inh
CCOc1ccc(NC(=O)CSc2nnc(Cc3cccn3C)n2-c2ccc(F)cc2)cc1,-7.4*
Cc1cccc(CSCCNC(=O)c2ccc(N(C)S(=O)(=O)c3ccccc3)cc2)c1,-3.9*
CCCC1=Nc2cc(C(=O)NCCCOCC)ccc2Sc2ccccc21,-6*
O=c1c2ccccc2c(-c2ccccc2)nn1-c1cc(Cl)ccc1[N+](=O)[O-],-6.9*
CCOc1ccc(NC(=O)CN(c2cccc(C(F)(F)F)c2)S(C)(=O)=O)cc1,-3.8*
N#CC1=C(N)Oc2cc(O)ccc2C1c1ccncc1 (stereo unspecified),-4.6*
